POLB inh: DNA polymerase beta (human) inhibition; Pol beta primer extension/strand displacement, fluorescence kinetic; Potency, µM (titrated, usually from 114 µM), inactives show at the highest dose activity change, negative = inhibition, usual class: inhibitors; actives 1.3% (n = 340,000); AID 485314; note: potency is the fitted concentration of half-maximal effect; % is set by controls: 0 for no effect and ±100 for the full control effect
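Reaction started by 50 nM substrate onto compound-treated Pol beta (10 nM, 15 min preincubation, room temperature); plates read at 0 min and 10 min. Normalized concentration-effect data fitted by four-parameter Hill equation.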
TRHR ag: agonists of human TRH receptor; P34981; TRHR cells, calcium flux fluo-8, FDSS agonist mode; activation, % at 2 µM; actives 0.18% (n = 360,000); in the data active = activation above about 30%; note: 0% is about no effect
Target sequence (P34981 whole entry, looked up): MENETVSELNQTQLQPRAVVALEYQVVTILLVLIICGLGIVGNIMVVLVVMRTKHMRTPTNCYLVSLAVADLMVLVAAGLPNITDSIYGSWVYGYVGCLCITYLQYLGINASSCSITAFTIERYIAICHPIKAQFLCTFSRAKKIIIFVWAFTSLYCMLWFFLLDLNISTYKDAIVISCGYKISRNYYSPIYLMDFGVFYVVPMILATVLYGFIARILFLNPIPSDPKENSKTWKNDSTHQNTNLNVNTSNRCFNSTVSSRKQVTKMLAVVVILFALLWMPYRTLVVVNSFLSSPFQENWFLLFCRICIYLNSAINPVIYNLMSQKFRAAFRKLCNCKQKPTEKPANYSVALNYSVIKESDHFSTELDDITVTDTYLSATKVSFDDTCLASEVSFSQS
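Steps: seed TRHR cells overnight; add fluo-8 no-wash Ca dye, RT 30 min–1.5 h; record 10 s baseline; pin-transfer compounds; monitor fluorescence 1 cycle/s for the agonist window. Calcium increases flag candidate agonists.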
BLM inh: inhibitors of human Bloom syndrome helicase BLM | recombinant BLM DNA unwinding, fluorescence dequenching | actives 0.2% (n = 350,000) | P54132 | Potency, µM (doses to about 56.1 µM), without a hit: top-dose activity change, negative = inhibition, usual class: inhibitors | AID 2528;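 note: potency is the fitted concentration of half-maximal effect; plate controls were vehicle for no effect and no enzyme for full effect; nearly all actives have a fitted effect of over 35% in size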
POLI inh: blocks human DNA polymerase iota activity; Q9UNA4; Pol iota fluorescent replication assay, 10 min; Potency, µM (doses to about 115 µM), for the others: at the top dose activity, negative = inhibition, hits mostly inhibitors; actives 1% (n = 390,000); AID 588590; note: potency is the fitted concentration of half-maximal effect
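Pol iota at 10 nM preincubated 15 min with compounds at room temperature; reaction started with fluorescent substrate, 50 nM final. Fluorescence read kinetically at 0 and 10 min; buffer-only wells as negative control.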
ALOX12 inh: ALOX12 (human) lipoxygenase inhibition | purified 12hLO, xylenol orange hydroperoxide absorbance | Potency, µM (series often up to 108 µM), inactives show at the highest dose activity change, negative = inhibition, actives largely listed as inhibitors | actives 1.1% (n = 580,000); note: potency is the fitted concentration of half-maximal effect; % is set by controls: 0 for no effect and ±100 for the full control effect
Target sequence (P18054 whole entry, looked up): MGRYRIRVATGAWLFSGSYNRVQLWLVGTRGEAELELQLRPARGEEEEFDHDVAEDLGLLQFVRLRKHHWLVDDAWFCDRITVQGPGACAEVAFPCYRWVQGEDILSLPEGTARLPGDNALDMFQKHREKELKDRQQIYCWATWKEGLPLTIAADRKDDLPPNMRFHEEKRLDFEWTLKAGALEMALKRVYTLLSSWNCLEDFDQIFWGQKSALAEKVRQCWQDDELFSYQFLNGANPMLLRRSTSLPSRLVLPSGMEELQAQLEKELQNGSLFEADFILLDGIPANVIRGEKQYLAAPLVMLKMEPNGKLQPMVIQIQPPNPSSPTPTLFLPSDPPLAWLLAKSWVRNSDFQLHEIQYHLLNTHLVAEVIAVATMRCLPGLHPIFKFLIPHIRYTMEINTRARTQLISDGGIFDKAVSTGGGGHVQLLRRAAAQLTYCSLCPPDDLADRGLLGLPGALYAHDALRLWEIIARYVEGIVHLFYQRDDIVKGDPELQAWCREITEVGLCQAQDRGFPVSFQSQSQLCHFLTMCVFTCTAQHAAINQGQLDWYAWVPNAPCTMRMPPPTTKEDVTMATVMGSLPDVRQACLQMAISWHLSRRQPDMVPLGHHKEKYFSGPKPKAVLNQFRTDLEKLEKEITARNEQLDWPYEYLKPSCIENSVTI
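Purified human 12hLO (150 nM final) in 25 mM Hepes, 0.01% Triton X-100, pH 7.0 was preincubated 15 min at room temperature with compound. Then 40 uM arachidonic acid was added, 30 min. Hydroperoxide was read by Fe-XO absorbance ratio 573/405 nm.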
ERG Ets-DNA blk: inhibitors of human ERG Ets domain-DNA interaction. fluorescence polarization, His-ERG Ets domain / labelled DNA. Potency, µM (highest dose often 76.9 µM), for the others: top-dose FP activity, negative = inhibition, hits mostly inhibitors. actives 0.028% (n = 370,000). AID 624246; active = well fitted inhibition curve with a large enough effect in the polarisation, with a control signal flat; inconclusive = small, poorly fitted or top-dose-only effect, or effect the other way, or a change in a side signal; inactive = no such curve, though single readings can be large or run the other way; the % refers to the polarisation;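 note: polarization taken with two DNA probes labelled with fluorescein and Texas red; potency is the fitted concentration of half-maximal effect; % of control where 0% means no effect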
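His-tagged ERG Ets domain (1 uM in the protein solution; 300mM KCl, 50mM Tris-HCl, 1mM EDTA, 1mM DTT, pH 7.5) received compound, then a probe mix of 5 nM fluorescein-DNA and 100nM Texas-615-DNA. Fluorescence polarization was read for both dyes.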
APEX1 inh: APE1 (human) endonuclease inhibition | P27695 | recombinant APE1, TAMRA/BHQ-2 abasic DNA cleavage fluorescence | Potency, µM (doses to about 65.8 µM), inactives show at the top dose activity change, negative = inhibition, usual class: inhibitors | actives 0.35% (n = 350,000) | AID 2517;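 note: potency is the fitted concentration of half-maximal effect; plate controls were vehicle for no effect and reference inhibitor for full effect; nearly all actives have a fitted effect of over 55% in size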
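Endonuclease cleavage of a quenched abasic-site DNA duplex (50 nM) by APE1 (0.75 nM) was tracked by TAMRA dequenching. Compounds were preincubated with enzyme 15 min at room temperature; data normalized to buffer-only and DMSO wells plus NSC13755 control.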
Pol kappa inh: inhibitors of human DNA polymerase kappa | Q9UBT6 | purified Pol kappa, fluorescent DNA synthesis assay, 10 min | Potency, µM (top dose mostly 107 µM), inactives show at the top dose activity, negative = inhibition, most hits filed as inhibitors | actives 0.53% (n = 400,000) | AID 588579; note: potency is the fitted concentration of half-maximal effect; % is set by controls: 0 for no effect and ±100 for the full control effect
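Here, compound and 10 nM enzyme are combined for 15 min at room temperature; adding 50 nM substrate (final) starts DNA synthesis, tracked by fluorescence at 0 and 10 min against buffer-only wells.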
Apoferritin bind: binds horse apoferritin like a general anesthetic. apoferritin/1-aminoanthracene competitive binding, fluorescence. Potency, µM (series often up to 77.5 µM), without a hit: at the top dose activity change, negative = displacement, hits mostly inhibitors. actives 0.074% (n = 350,000); note: potency is the fitted concentration of half-maximal effect; % is set by controls: 0 for no effect and ±100 for the full control effect; nearly all actives have a fitted effect of over 20% in size
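Horse-spleen apoferritin (10 uM) in 50% saturated 1-aminoanthracene in PBS was incubated 10 min at room temperature with compound. Fluorescence (ex 380, em 535 nm) was normalized to free and bound 1-AMA, with concentration-response fitted by a four-parameter Hill equation.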
* = called active by the depositor; ? = inconclusive; nt = no result given; & = joins results of further samples; [ ] = dose if it differs, or a comment. Unless noted, calls come from the whole dose curve; as a rule, active = well fitted curve in the direction sought with a large enough effect; inconclusive = small, poorly fitted or top-dose-only effect, or another doubt; inactive = no such curve, though single readings can be large; an effect the other way counts as inactive or inconclusive.

SMILES	POLB inh	TRHR ag	BLM inh	POLI inh	ALOX12 inh	ERG Ets-DNA blk	APEX1 inh	Pol kappa inh	Apoferritin bind
COc1cc(O)c2c(=O)cc(C)oc2c1CC=C(C)C	nt	nt	-4%&-4%	nt	?	nt	0%&-4%	-10%[60.1 µM]	-11%
CC(Cc1nnc(N)s1)c1ccccc1 (stereo not given)	14%	0.1	-3%	1%	0%	2%	30%	-9%	-15%
Cc1ccc(C)c(NC(=O)CNS(=O)(=O)c2ccccc2)c1	-2%	-0.4	-1%	5%	-14%	-10%	0%	4%	-1%
CN(CC(=O)Nc1cccc(F)c1)C(=O)c1cc([N+](=O)[O-])ccc1N1CCCCC1	nt	-0.8	nt	4%	?	-4%	30%	-6%	nt
COc1ccc(Cc2nc3ccc(C(=O)N(C)Cc4cc(C)[nH]n4)cc3o2)cc1OC	24%	0.2	0%	68%[activator]	-18%	-1%	21%	11%	-9%
COc1cc(OC)c(NC(=O)CCNS(=O)(=O)c2cc(Br)cnc2N)cc1Cl	0%	0.0	-4%	-3%	-3%	5%	-7%	-8%	-11%
CC(Sc1cccc[n+]1[O-])C(=O)Nc1ccc([N+](=O)[O-])cc1Cl (stereo not given)	10%	-1.8	1%	31%[activator]	-13%	2%	4%	2%	-3%
CNC(=O)C12CC3CC(CC(Cl)(C3)C1)C2	43%	0.9	5%	27%	-8%	0%	18%	-2%	-19%
COc1cccc(/C=N/NC(=O)C(=O)NCc2ccco2)c1O	5%	-0.2	-2%	40%[activator]	7%	1%	4%	-1%	5%
OCCOCCOc1cccc2[nH]ccc12	22%	0.5	0%	-2%	-9%	-3%	2%	1%	-18%
CCOc1ccc(CN=C(N)N=C(N)N)cc1Cl	0%	-0.1	3%	-13%	15%	-9%	-4%	-16%	-18%
Cc1ccc2[nH]c3c(=O)n(CC(=O)N(CCN(C)C)Cc4ccccc4)ncc3c2c1	16%	1.6	23%	43%[activator]	?	7%	nt	5%	?

Some of these compounds in order of their number in POLI inh, descending:
Structure	POLI inh
CNC(=O)C12CC3CC(CC(Cl)(C3)C1)C2	27%
CN(CC(=O)Nc1cccc(F)c1)C(=O)c1cc([N+](=O)[O-])ccc1N1CCCCC1	4%
CCOc1ccc(CN=C(N)N=C(N)N)cc1Cl	-13%

Next part
SMILES	POLB inh	TRHR ag	BLM inh	POLI inh	ALOX12 inh	ERG Ets-DNA blk	APEX1 inh	Pol kappa inh	Apoferritin bind
Cn1c(=S)[nH]c(=O)c2ncc(=O)[nH]c21	-2%	-1.4	-2%	21%	-18%	14µM*	8%	1%	0%
O=C(CSc1ncccn1)NN=C1CCCCCC1	19%	0.4	-1%	-11%	-4%	0%	9%	-4%	2%
O=C(NCCOc1ccccc1)C(c1ccccc1)c1ccccc1	10%	1.3	-4%	-25%	0%[57.4 µM]	-5%	15%	-7%	-9%
O=C(CNS(=O)(=O)c1cccs1)N1CCCCC1	24%	0.5	1%	25%	-1%	16%	2%[12.4 µM]	-5%	1%
Cc1ccc2c(=O)c(C(=O)c3ccccc3)cn(CC(=O)Nc3ccccc3)c2n1	-16%	-0.6	2%	3%	-15%	-3%	nt	-20%[60.1 µM]	-7%
O=C1N=C(N2CCN(c3ccccc3)CC2)S/C1=C/c1cccs1	3%	-1.9	-2%	12%	-9%	-4%	-3%	-7%	-22%
CC(C)OC(=O)c1cccnc1SCC(=O)Nc1ccc(C(F)(F)F)cc1Cl	2%	2.2	-2%	1%	-15%	1%	nt	-9%[60.1 µM]	2%
CC(Oc1cc(Cl)ccc1Cl)C(=O)N/N=C\c1ccnn1C (stereo not given)	1%	0.1	0%	4%	7%	0%	0%	-13%	-1%
O=C(Nc1ccc2c(c1)OCO2)c1ccc(=O)[nH]n1	?	-0.1	-7%	6%	7%	2%	0%	-18%	1%
COc1ccc(CCNC(=O)C2CCN(C(=O)c3ccc(C(C)(C)C)cc3)CC2)cc1OC	19%	0.8	-3%	7%	7%	0%	-10%	-11%	-14%
CCOC(=O)C1=C(c2ccccc2)NC(SC)=C(C#N)C1c1ccco1 (stereo not given)	31%	0.3	-10%	-6%	?	-20%	?	-4%	?
CC(C)N1CC(O)=C(c2ccccc2)C1=N	1%	0.4	-4%	?	-3%	nt	-1%	-5%	-12%

Additional compounds
SMILES	POLB inh	TRHR ag	BLM inh	POLI inh	ALOX12 inh	ERG Ets-DNA blk	APEX1 inh	Pol kappa inh	Apoferritin bind
O=C(Cn1nc(-c2ccc(Cl)cc2)ccc1=O)NCCCN1CCN(Cc2ccccc2)CC1	15%	0.3	4%	20%	-17%	8%	0%	-10%	-2%
CCN(CC)C(=O)c1sc(NC(=O)Cc2ccccc2)c(C#N)c1C	-12%	-0.4	-2%	-5%	8%	-1%	-4%	-15%	-15%
Cc1c2cnn(CC(=O)NC(C)C)c(=O)c2c(C)n1Cc1cccc(Cl)c1	2%	-0.1	0%	33%[activator]	7%	3%	nt	-22%	1%
O=C(CN(Cc1ccco1)C(=O)c1nsc(Cl)c1Cl)NC1CCCCC1	8%	-0.6	-4%	30%[activator]	-1%	-4%	2%	-2%	-11%
COc1ccc(NC(=O)CCCn2c(=O)c3sccc3n(Cc3cccc(C)c3)c2=O)cc1	-24%	0.0	0%	15%	-1%	-1%	0%	-3%	7%
O=C(C(=O)N1CCc2ccccc2C1)c1cn(CC(=O)N2CCOCC2)c2ccccc12	25%	0.6	-1%	25%	-9%	nt	1%	2%	-5%
CC(C)COC(=O)C1C(=O)CC(C)(O)C(C(=O)OCC(C)C)C1c1cccnc1 (stereo not given)	40%	0.1	-3%	22%	0%	1%	9%	0%	-9%
CCc1nc(N)c(C#N)c(-c2cccc3ccccc23)c1C	-2%	0.2	2%	11%	0%	1%	-10%	-7%	-8%
COc1ccccc1NC(=O)NC(=O)c1ccccc1	45%	0.5	-2%	24%	1%	0%	10%	2%	-5%
O=C(c1ccco1)N1CCC2(CCCN(c3ccncc3)C2)CC1	nt	nt	-7%	nt	0%[57.4 µM]	nt	8%	3%[60.1 µM]	nt
COCCCn1c(SCC(=O)N2CCOCC2)nnc1-c1ccco1	11%	0.1	-7%	-16%	12%	-4%	23%	-8%	-1%
COc1ccc(C(=O)Nc2ccc3[nH]ccc3c2)cc1OC	nt	nt	nt	33%[activator]	126%[activator]	7%	nt	-18%	nt

Additional entries:
SMILES	POLB inh	TRHR ag	BLM inh	POLI inh	ALOX12 inh	ERG Ets-DNA blk	APEX1 inh	Pol kappa inh	Apoferritin bind
Cc1nn(CC(=O)NCc2ccccc2)c(C)c1[N+](=O)[O-]	28%	0.0	-7%	-6%	0%	-10%	-1%	4%	-8%
CCOc1cccc(SCc2noc(C(=O)NC(C)C)c2C(=O)O)c1	6%	0.0	-1%	-10%	-5%	7%	4%	-3%	-6%
N#CCn1c(Cc2ccccc2)nc2ccccc2c1=O	26%	-1.2	-5%	19%	?	-5%	23%	2%	-6%
Cc1ccc(C(C(=O)NC(C)(C)C)N(Cc2cccnc2)C(=O)C(=O)NC2CCCCC2)o1 (stereo not given)	46%	-1.0	-8%	26%	0%	8%	?	-8%	-9%
O=C(NCCCNCc1ccccc1)c1ccc(/C=N/O)nc1	23%	0.5	-12%	6%	-9%	-6%	27%	2%	-9%
C=CCOc1cccc(C2C(C(=O)c3cc4ccccc4o3)=C(O)C(=O)N2c2cc(C)on2)c1 (stereo not given)	5%	-0.1	-10%	-4%	?	6%	2%	-1%	-20%
CCNc1ncc2nc(-c3cc(F)cc(F)c3)c(=O)n(CCC#N)c2n1	nt	nt	5%	nt	0%	nt	5%	-6%[60.1 µM]	nt
COc1ccc(C2(c3ccc(OC)cc3)NC(=O)N(CC(=O)N3CCOCC3)C2=O)cc1	nt	0.4	nt	-2%	-25%	-19%	8%	2%	nt
CCCN(CCC)Cc1c(C(=O)N/N=C/CCc2ccccc2)nnn1-c1nonc1N	-25%	1.2	-9%	68%[activator]	-2%	-8%	28%	-2%	?
Cc1ccc(CCNC(=O)CCSCc2ccccc2F)cc1	0%	-0.8	-4%	11%	-20%	-9%	nt	-1%[60.1 µM]	?
COc1ccc(NS(=O)(=O)c2ccc(C)c(C(=O)NNC(=O)c3csc(N4CCOCC4)n3)c2)cc1	nt	-0.3	nt	39%[activator]	14%	4%	6%	2%	nt
Cc1ccc(C(C)C)c(OCC(=O)Nc2ccccc2N2CCN(C)CC2)c1	0%	-0.7	-8%	11%	?	4%	-4%	-19%	-18%

Next part.
SMILES	POLB inh	TRHR ag	BLM inh	POLI inh	ALOX12 inh	ERG Ets-DNA blk	APEX1 inh	Pol kappa inh	Apoferritin bind
Cc1occc1C(=O)Nc1ccc2c(c1)OCCO2	6%	-0.8	-8%	3%	0%	4%	2%	-6%	-23%
COc1ccc(-c2ccc3c(c2)S(=O)(=O)c2cccc(C(=O)NCc4cc(C)oc4C(F)(F)F)c2C3=O)cc1OC	nt	nt	nt	?	nt	2%	5%	?	nt
CCC(=O)NCc1ccc(-c2nc3ncccc3o2)cc1	?	-0.2	2%	44%[activator]	4%	4%	3%	2%	-14%
COc1cccc(-c2ccc(NC(=O)C3CCCN(Cc4cc(C)[nH]n4)C3)cc2)c1 (stereo not given)	6%	0.5	3%	123%[activator]	0%	4%	-7%	-13%	?
COC(=O)c1ccc(C2C(C(=O)c3cc4ccccc4o3)=C(O)C(=O)N2CCN2CCOCC2)cc1 (stereo not given)	26%	0.1	-1%	3%	-19%	4%	12%	5%	-7%

The list is partial; rates above refer to the full screens.
